INS-1E GSIS act = primary screen for activators of insulin secretion dependent on glucose, INS-1E cells, GLuc reporter luminescence; AID 743287; INS-1E GLuc reporter insulin secretion, 2-3 h; 370,000 tested, 0.61% active; activation, % at 16.6 µM;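 active means lowest replicate activation of at least 40%, so every replicate reaches that level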;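 further: 0% = median of neutral control wells and 100% = median of IBMX positive control wells; some compounds called inactive have numbers as strong as hits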
C2C12 statin = suppression of simvastatin myotoxicity; C2C12 myotubes + simvastatin, ATP luminescence, 48 h; scaled: DMSO 0, geranylgeraniol control 100; AID 602340; 330,000 tested, 0.78% active; rescue of ATP level, % at 7.49 µM;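 active means mean ATP rescue above about 67%, or every replicate alone reaching that limit, limit read from the data, passing the limit was not always enough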;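 further: myotubes were challenged with 10 µM simvastatin during compound exposure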
LGR2 inh = inhibitors of bursicon-induced Drosophila LGR2 receptor cAMP signaling; HEK293 LGR2, CRE-luciferase, bursicon-stimulated, 4 h; inhibition, % at 9.99 µM; 380,000 tested, 0.35% active; AID 720647;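 active means drop in luminescence signal, shown as inhibition above about 50% in the replicate tests, limit read from the data, passing the limit was not always enough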;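 further: agonist challenge used bursicon conditioned medium at about half maximal strength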
ARNT TACC3 PPI = disrupts binding between human ARNT and TACC3. Q9Y6A5. AlphaScreen His-ARNT PAS-B/GST-TACC3 binding, luminescence; TACC3 fragment carries E629A point mutation. inhibition, % at 9.99 µM. 390,000 tested, 0.66% active. AID 623870;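 active means mean inhibition of replicates at least 50% and at least half of replicates each reaching 50%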;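 further: 0% = complete ARNT plus TACC3 wells and 100% = ARNT alone without TACC3; many hits fall short of the cut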
PGC1a acetyl inh = PGC1a acetylation modulation, inhibitor mode | U2OS PGC1a acetylation, AlphaScreen anti-acetyl-lysine; with virally co-expressed GCN5 acetyltransferase | inhibition, % at 15.6 µM | 350,000 tested, 0.17% active | AID 651687;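 active means every replicate shows inhibition of at least 40%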;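 further: 0% = neutral control wells and 100% = positive control wells; some results beyond the cut were filed as inactive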
PAX8 inh HTS = lowers PAX8-driven luciferase in RMG-I cells; RMG-I TPO-luciferase reporter, SteadyGlo, 24 h; inhibition, % at 12.6 µM; 360,000 tested, 1.2% active; AID 652154;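 active means mean replicate inhibition at least 60% with every replicate also reaching 60%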;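 further: luciferase light reporting Pax8 driven TPO promoter activity; plate controls were median of neutral control wells for no effect and mitoxantrone controls for full effect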
Cneo AK release = causes C. neoformans cell lysis. adenylate kinase release luminescence, 4 h; normalised: neutral wells 0, clomiphene wells 100. lysis activity, % at 15 µM. 360,000 tested, 0.2% active;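 active means mean lysis activity across replicates of at least 80%, whatever share of replicates individually reach that level; inactive means mean lysis activity below 80%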
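Material – Cryptococcus neoformans yeast cells · Quantity – 5 × 10^6 yeast cells/mL · Buffer or medium – YPD medium · Compound – single dose · Timing – 4 h static compound exposure, 37 °C, read 1 h post-reagent · Signal – adenylate kinase release luminescence · Read-out basis – lysis from increased AK signal · Benchmarks – Clomiphene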
PglD DTNB = PglD (C. jejuni) enzyme inhibition | 360,000 tested, 0.098% active | purified PglD enzyme, DTNB colorimetric CoA detection | inhibition, % at 12.5 µM; in the data active means inhibition above about 16%, passing the limit was not always enough; further: strong numbers were not always called active
* marks the source's active call; other numbers are inactive results; . = not tested or not shown; & = joins results of further samples.

1) C[C@@H]1CN([C@H](C)CO)S(=O)(=O)c2ccc(C3=CCCCC3)cc2O[C@H]1CN(C)Cc1cccc(C(=O)O)c1
2) O=C(Nc1ccccc1)C1CC=CCC1C(=O)OCC1CCCO1 (stereo unspecified)
3) Cc1noc(C)c1COC(=O)C1CC(O)CN1S(=O)(=O)c1ccc(Cl)cc1 (stereo unspecified)
4) O=C(C[C@@H]1C/C=C/CC[C@@H](Cc2ccc(F)cc2)C(=O)OC[C@H](Cc2ccccc2)NC1=O)N[C@H](CO)Cc1ccccc1
5) O=C(COC(=O)COc1ccc(Br)cc1)NC1CCS(=O)(=O)C1 (stereo unspecified)
6) O=S(=O)(NCCCCNS(=O)(=O)c1c(F)cccc1F)c1ccc2c(c1)OCCO2
7) Cc1noc(C)c1CSc1nc2sc(C)c(C)c2c(=O)n1-c1ccccc1
8) O=C(NCCN1CCOCC1)C(=O)NCC1OCCN1S(=O)(=O)c1ccccc1 (stereo unspecified)
Screen / compound no.	1	2	3	4	5	6	7	8
INS-1E GSIS act	-5	.	.	-34	.	0	.	24
C2C12 statin	-18	2	.	9	-4	3	3	-7
LGR2 inh	4	-4	.	16	-4	7	.	-9
ARNT TACC3 PPI	41	-4	19	1	.	-4	-10	-1
PGC1a acetyl inh	13	7	-5	-2	-1	-5	-6	-3
PAX8 inh HTS	-12	18	14	14	8	-5	.	5
Cneo AK release	-9	.	0	-1	-2	0	0	-6
PglD DTNB	-5	-3	4	0	-1	2	3	6

9) CC(=O)N(C)C[C@@H]1Oc2ncc(C#Cc3ccccc3F)cc2C(=O)N([C@H](C)CO)C[C@@H]1C
10) COc1ccc(Cl)cc1NC(=O)CSc1nnc(Cc2ccc(C)cc2)c(=O)[nH]1
11) CCOC(=O)c1cc(S(=O)(=O)N2CCN(Cc3ccccc3)CC2)cn1C
12) C[C@@H]1CN([C@H](C)CO)S(=O)(=O)c2ccc(C#CC3CC3)cc2O[C@H]1CN(C)S(C)(=O)=O
13) CC(=O)N(C)C[C@@H]1Oc2cc(-c3ccccc3)ccc2S(=O)(=O)N([C@@H](C)CO)C[C@@H]1C
14) O=C(CSc1nc2cc(Cl)ccc2o1)N1CCOCC1
15) C(=C\N1CCCCCC1)/c1nnnn1-c1ccc(-c2ccccc2)cc1
16) COc1ccc(/C=C2/C(=O)N(c3nc4ccccc4s3)N=C2CSc2ccc(Cl)cc2)cc1
Screen / compound no.	9	10	11	12	13	14	15	16
INS-1E GSIS act	23	-22	.	-1	1	.	3	-2
C2C12 statin	2	5	2	-1	10	-15	-2	.
LGR2 inh	9	3	.	-12	-13	.	-5	-68
ARNT TACC3 PPI	-13	2	2	-4	-22	-3	-4	13
PGC1a acetyl inh	-7	.	0	-14	-2	-10	.	.
PAX8 inh HTS	.	-9	6	0	-4	.	-8	4
Cneo AK release	0	4	0	2	1	-1	-3	.
PglD DTNB	-2	6	3	0	2	.	-8	.

17) CCCNC(=O)N(C)C[C@H]1Oc2cc(C#CC(C)(C)O)ccc2S(=O)(=O)N([C@@H](C)CO)C[C@H]1C
18) COc1cc(/C=C2\SC(=S)N(CCC(=O)NCCc3ccccc3)C2=O)cc(OC)c1OC
19) COc1ccc(CCNc2ccc(C)cc2)cc1
20) COC1=C(N)C(=O)c2nc(C)ccc2C1=O
21) COc1ccccc1C(=O)COC(=O)CSC(C)C(=O)Nc1cc(C)on1 (stereo unspecified)
22) Cc1cc(C)cc(-n2ncc3c2CCCC3NC(=O)c2cc(C)[nH]n2)c1 (stereo unspecified)
23) CN(C(=O)CN1C(=O)NC2(CCc3ccccc32)C1=O)C1CCS(=O)(=O)C1 (stereo unspecified)
24) Clc1ccc2c(c1)-c1nnc(Br)n1-c1ccccc1S2
Screen / compound no.	17	18	19	20	21	22	23	24
INS-1E GSIS act	20	-21	.	9	-6	-9	30	.
C2C12 statin	6	9	37	.	9	1	-4	19
LGR2 inh	-1	-4	.	-7	-29	16	2	.
ARNT TACC3 PPI	-12	1	-12	30*	1	0	-3	4
PGC1a acetyl inh	7	0	19	9	8	.	.	6
PAX8 inh HTS	-22	-5	.	-5	-10	17	10	.
Cneo AK release	7	-2	1	.	0	3	-1	-12
PglD DTNB	-4	2	1	.	1	-5	0	.

25) CN(C)c1ccc(C2Nc3ccccc3C(=O)N2NS(C)(=O)=O)cc1 (stereo unspecified)
26) Cc1noc(C)c1S(=O)(=O)Nc1ccc2c(c1)C(=O)N([C@H](C)CO)C[C@@H](C)[C@@H](CN(C)S(=O)(=O)c1cccs1)OCCCC[C@@H](C)O2
27) O=C(CN1CCOCC1)N[C@@H]1CC[C@H](CCNC(=O)C2CCCCC2)O[C@H]1CO
28) COc1cccc(-c2ccc(C3[C@H]4CNC[C@@H]3N4C(=O)Nc3ccc(F)cc3)cc2)c1 (stereo partly specified)
29) CCC(=O)Nc1ccc2c(c1)OC[C@H](C)N(C(=O)c1ccccn1)C[C@H](C)[C@@H](OC)CN(C)C2=O
30) CSc1ncc(C(=O)Nc2cccnc2)c(C(F)(F)F)n1
31) Cc1ccccc1Nc1nc(N)nc(COC(=O)C2CCCCC2)n1
32) C=CCn1c(C)cc(C(=O)COC(=O)CCc2cc(OC)c(OC)c(OC)c2)c1C
Screen / compound no.	25	26	27	28	29	30	31	32
INS-1E GSIS act	1	-9	17	-17&3	-1	8	-9	.
C2C12 statin	6	-73	0	.	2	2	.	4
LGR2 inh	-2	-5	-5	0&-19	2	27	-29	-10
ARNT TACC3 PPI	-17	-2	-31	.	-4	-8	10	1
PGC1a acetyl inh	8	-15	23	-8&3	.	2	.	10
PAX8 inh HTS	1	2	0	-32	-7	5	-51	-3
Cneo AK release	0	0	-3	.	0	-3	.	1
PglD DTNB	0	-9	0	.	1	2	.	-2

Grouped by structure: the compounds so far containing an NH in an aromatic ring.
10) COc1ccc(Cl)cc1NC(=O)CSc1nnc(Cc2ccc(C)cc2)c(=O)[nH]1
22) Cc1cc(C)cc(-n2ncc3c2CCCC3NC(=O)c2cc(C)[nH]n2)c1 (stereo unspecified)
Screen / compound no.	10	22
INS-1E GSIS act	-22	-9
C2C12 statin	5	1
LGR2 inh	3	16
ARNT TACC3 PPI	2	0
PGC1a acetyl inh	.	.
PAX8 inh HTS	-9	17
Cneo AK release	4	3
PglD DTNB	6	-5

Next part.
33) COc1ccc(-c2cc(C(F)F)nc(-n3nc(C)cc3C)n2)cc1
34) C[N+](C)(C)CC=O
35) COc1ccc(NC(=O)Nc2ccc3c(c2)C(=O)N([C@@H](C)CO)C[C@H](C)[C@@H](CN(C)Cc2ccc(C(=O)O)cc2)O3)cc1
36) O=C(Cc1ccncc1)Nc1ccc2c(c1)[C@H]1C[C@@H](CC(=O)NC3CCCC3)O[C@H](CO)[C@H]1O2
37) CCSC1(SCC)N=C(N)C2(C#N)C(c3ccc(F)cc3)C12C#N (stereo unspecified)
38) O=S(=O)(c1ccccc1F)N1CC[C@H]2[C@H](CO)Nc3ccc(-c4ccccc4)cc3[C@H]21
39) O=C(CCCOc1ccccc1)Nc1ccc(Br)cc1
40) CC1CC(C)CN(CCOc2ccccc2-c2ccccc2)C1 (stereo unspecified)
Screen / compound no.	33	34	35	36	37	38	39	40
INS-1E GSIS act	.	.	17	-3	.	-33	.	29
C2C12 statin	-59	7	.	-1	142*	-13	1	.
LGR2 inh	.	5	9	16	.	-7	.	14
ARNT TACC3 PPI	0	-4	-4	-4	.	13	-25	0
PGC1a acetyl inh	5	-1	4	-6	-6	-9	-10	.
PAX8 inh HTS	23	-17	.	18	.	-21	-94	9
Cneo AK release	6	-1	5	1	10	16	-1	.
PglD DTNB	3	1	-1	1	-7	-3	-3	.

41) CCN(c1ccccc1)S(=O)(=O)c1ccc(Cl)c(C(=O)Nc2ccncc2)c1
42) Cc1ccc2c(c1)N(CCC(=O)NCCN1CCOCC1)C(=O)CO2
43) CCOC(=O)C1CCN(C(=O)c2cc3c(-c4ccc(OC)c(OC)c4)nn(C)c3s2)CC1
44) CCOc1ccc(S(=O)(=O)Nc2ccc(O)c(Sc3ncn[nH]3)c2)cc1
45) O=C(COC(=O)c1cc(Cl)ccc1O)Nc1cc(C(F)(F)F)ccc1N1CCOCC1
46) CCOc1cc(CNC2CCCC2)cc(Cl)c1OCc1ccccc1
47) COc1ccc(N2C(=O)C3CCCN3C2c2cc(OC)c(OC)c(OC)c2)cc1 (stereo unspecified)
48) Cc1cccc(NC(=S)N/N=C/c2ccc3c(c2)OCO3)c1
Screen / compound no.	41	42	43	44	45	46	47	48
INS-1E GSIS act	-33	.	.	.	-7	.	1	6
C2C12 statin	-4	2	15	.	0	-31	0	.
LGR2 inh	-2	.	.	.	9	.	31	-48
ARNT TACC3 PPI	.	-1	14	0	1	1	25	1
PGC1a acetyl inh	16	10	-1	-1	-2	-6	1	.
PAX8 inh HTS	1	4	.	.	3	.	-3	-40
Cneo AK release	-11	-1	2	-1	-1	1	1	.
PglD DTNB	2	2	-2	-5	-3	-6	4	.

49) Cc1ccc(/C=N/Nc2nncn2N)cc1
50) O=C(NC(=S)NC1CCCCCCCCCCC1)c1cccnc1
51) Oc1ccccc1-c1cncn1Cc1ccccc1
52) OC[C@@H]1CN(Cc2ccccc2)C[C@H](n2cnc3c(N4CCN(c5ccccc5)CC4)ncnc32)O1
53) O=S(=O)(c1cccc(-c2n[nH]c(=S)n2-c2ccc(OC(F)(F)F)cc2)c1)N1CCOCC1
54) COc1ccccc1S(=O)(=O)N[C@@H]1C=C[C@H](CC(=O)NCc2cccc(F)c2)O[C@@H]1CO
55) N#C[C@@H]1[C@H](c2ccc(C#Cc3ccc(F)cc3)cc2)[C@@H](CO)N1C(=O)C1CCC1
56) Cc1ccc(CN2CCN(Cc3cccn3-c3nccs3)CC2CCO)cc1 (stereo unspecified)
Screen / compound no.	49	50	51	52	53	54	55	56
INS-1E GSIS act	-11	13	-16	-15	1	0	-7	-10
C2C12 statin	1	-22	0	18	2	3	20	.
LGR2 inh	-1	7	5	1	-7	5	47	-13
ARNT TACC3 PPI	-7	-5	-1	.	.	1	-10	-12
PGC1a acetyl inh	-1	5	-9	.	-9	2	-23	.
PAX8 inh HTS	-14	.	-5	-29	-3	3	38	-1
Cneo AK release	-4	1	-1	1	1	3	-3	.
PglD DTNB	-10	-5	-11	-3	.	1	-1	.

Entries from the list above with a thiophene ring, fused or not (three):
7) Cc1noc(C)c1CSc1nc2sc(C)c(C)c2c(=O)n1-c1ccccc1
26) Cc1noc(C)c1S(=O)(=O)Nc1ccc2c(c1)C(=O)N([C@H](C)CO)C[C@@H](C)[C@@H](CN(C)S(=O)(=O)c1cccs1)OCCCC[C@@H](C)O2
43) CCOC(=O)C1CCN(C(=O)c2cc3c(-c4ccc(OC)c(OC)c4)nn(C)c3s2)CC1
Screen / compound no.	7	26	43
INS-1E GSIS act	.	-9	.
C2C12 statin	3	-73	15
LGR2 inh	.	-5	.
ARNT TACC3 PPI	-10	-2	14
PGC1a acetyl inh	-6	-15	-1
PAX8 inh HTS	.	2	.
Cneo AK release	0	0	2
PglD DTNB	3	-9	-2

(continued)
57) COc1ccccc1-c1ccc([C@H]2[C@@H](CO)N3CCCCN(Cc4ccncc4)C[C@H]23)cc1
58) COc1cccc(C2CC(c3ccccc3OC)n3nc(N)nc3N2)c1 (stereo unspecified)
59) COc1ccc(C(=O)N2C[C@@H]3[C@H](c4ccccc42)[C@H](CO)N3C(=O)NC(C)C)cc1
60) O=C(Nc1ccc2c(c1)[C@H]1C[C@@H](CC(=O)N3CCc4ccccc4C3)O[C@H](CO)[C@H]1O2)NC1CCCC1
Screen / compound no.	57	58	59	60
INS-1E GSIS act	15	1	2	-6
C2C12 statin	4	5	-7	-1
LGR2 inh	-8	-12	-6	-16
ARNT TACC3 PPI	13	1	-4	-9
PGC1a acetyl inh	-8	4	-5	-12
PAX8 inh HTS	-8	-2	-15	17
Cneo AK release	-2	1	2	5
PglD DTNB	3	1	3	-1
